697 NFkB inh = lowers PMA/ionomycin-induced NF-kB signal in 697 B cells; 697 B-cell NF-kB luciferase reporter, 16 h; inhibition, % at 4 µM; 330,000 compounds, 0.33% hits; AID 435022; in the data active means inhibition above about 35%
Gli-Sufu antag = antagonists of Gli-Sufu signaling; 340,000 compounds, 0.74% hits; Sufu-KO-LIGHT fibroblasts, Gli luciferase reporter luminescence; inhibition, % at 5 µM;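 active means inhibition above about 55%, limit read from the data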;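 further: 0% = DMSO-treated cells and 100% = wells with medium but no cells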
Apaf-1 inh = human Apaf-1 inhibition | reconstituted apoptosome caspase-3 activity, DEVD-Rh110 fluorescence | inhibition, % at 20 µM | 330,000 compounds, 0.71% hits | AID 489030; active means inhibition of at least 40% at 20 µM;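 further: plate controls were DMSO wells for no effect and DEVD-CHO caspase inhibitor wells for full effect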
Target sequence (O14727 whole entry, looked up): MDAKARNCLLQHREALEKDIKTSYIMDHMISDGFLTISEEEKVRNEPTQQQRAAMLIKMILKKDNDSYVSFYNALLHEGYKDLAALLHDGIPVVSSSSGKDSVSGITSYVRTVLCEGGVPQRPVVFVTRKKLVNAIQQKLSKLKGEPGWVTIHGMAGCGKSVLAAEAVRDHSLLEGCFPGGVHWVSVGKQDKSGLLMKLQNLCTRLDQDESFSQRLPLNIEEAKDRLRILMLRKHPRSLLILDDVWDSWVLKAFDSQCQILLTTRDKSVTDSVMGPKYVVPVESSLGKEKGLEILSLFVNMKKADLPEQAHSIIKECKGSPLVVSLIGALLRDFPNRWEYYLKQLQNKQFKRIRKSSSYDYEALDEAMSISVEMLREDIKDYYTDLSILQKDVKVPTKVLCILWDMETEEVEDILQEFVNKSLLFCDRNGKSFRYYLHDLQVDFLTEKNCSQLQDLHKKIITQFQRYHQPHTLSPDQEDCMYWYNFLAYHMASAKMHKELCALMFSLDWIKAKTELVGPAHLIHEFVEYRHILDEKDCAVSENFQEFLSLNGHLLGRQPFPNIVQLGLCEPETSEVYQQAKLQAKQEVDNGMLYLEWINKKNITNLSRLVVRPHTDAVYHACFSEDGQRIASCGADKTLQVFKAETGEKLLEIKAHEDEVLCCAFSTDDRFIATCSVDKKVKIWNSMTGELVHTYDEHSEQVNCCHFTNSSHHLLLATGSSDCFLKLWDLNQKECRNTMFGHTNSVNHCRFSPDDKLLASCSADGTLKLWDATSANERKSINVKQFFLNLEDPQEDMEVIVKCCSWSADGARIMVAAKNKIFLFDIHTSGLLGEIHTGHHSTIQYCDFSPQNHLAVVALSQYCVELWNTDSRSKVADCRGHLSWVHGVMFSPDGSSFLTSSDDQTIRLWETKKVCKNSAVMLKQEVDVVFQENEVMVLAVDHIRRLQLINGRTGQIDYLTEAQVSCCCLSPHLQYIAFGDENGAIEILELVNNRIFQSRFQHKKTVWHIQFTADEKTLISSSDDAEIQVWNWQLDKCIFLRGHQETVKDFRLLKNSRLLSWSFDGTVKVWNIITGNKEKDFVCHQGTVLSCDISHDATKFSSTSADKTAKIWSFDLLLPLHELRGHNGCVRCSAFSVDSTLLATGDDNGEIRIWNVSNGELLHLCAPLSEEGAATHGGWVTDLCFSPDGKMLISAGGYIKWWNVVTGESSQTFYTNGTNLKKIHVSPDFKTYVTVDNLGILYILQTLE
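detection = Rh110 fluorescence intensity | test system = biochemical Apaf-1 apoptosome reconstitution | also added = cytochrome c and DEVD-Rh110 substrate | schedule = 30 min plus 50 min, RT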
UBC13 polyUb = blocks human UBC13 polyubiquitin chain formation; 330,000 compounds, 0.47% hits; P61088; TR-FRET; inhibition, % at 20 µM; in the data active means inhibition above about 45%, passing the limit was not always enough
CCR6 antagonist = blocks CCL20-driven beta-arrestin recruitment at human CCR6; AID 493098; CHO-K1 CCR6 PathHunter beta-arrestin, luminescence, CCL20-stimulated; inhibition, % at 20 µM; 340,000 compounds, 0.49% hits;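 active means compounds whose inhibition of the agonist-driven luminescence signal at 20 µM reaches about 50%, limit read from the data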;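 further: cells stimulated with CCL20 at 14 nM final; plate controls were DMSO with CCL20 for no effect and DMSO without agonist for full effect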
Jurkat NFkB inh = lowers PMA/ionomycin-induced NF-kB signal in Jurkat cells | PMA/ionomycin-induced NF-kB luciferase reporter, luminescence | inhibition, % at 4 µM | 330,000 compounds, 0.53% hits | AID 435003
EBI2 antag = antagonists of human EBI2 receptor | inhibition, % at 5 µM | EBI2 beta-arrestin recruitment, luminescence, 7a,25-OHC stimulated | P32249 | AID 651636 | 360,000 compounds, 0.81% hits; in the data active means inhibition above about 38%;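 further: enzyme fragment complementation signal reports receptor beta-arrestin coupling in cells; 0% = agonist plus DMSO wells and 100% = wells without agonist; some results beyond the cut were filed as inactive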
SENP8 block = SENP8 protease inhibition; Q96LD8; purified SENP8, Z-RLRGG-aminoluciferin cleavage, luminescence; inhibition, % at 10 µM; 330,000 compounds, 1.2% hits
* = called active by the depositor; / = no result given. Unless noted, no stated cut-off is given here; in the data, active means inhibition above about 50%; inactive means the rest. The list is partial, so the mix of outcomes need not match the whole.

#1 COc1ccc(NC(=O)c2ccc([N+](=O)[O-])cc2[N+](=O)[O-])c(OC)c1
#2 O=S(=O)(NCCOc1cccc2cccnc12)c1ccc(F)cc1
#3 Cc1nc([N+](=O)[O-])c(Br)n1CC(=O)c1ccc(Cl)cc1
#4 COc1ccccc1NC(=O)C1CCN(S(=O)(=O)c2ccc3c(c2)NC(=O)CO3)CC1
#5 CCC(C)[C@H](NS(=O)(=O)c1ccc(C)cc1)C(=O)N1CCC(C(=O)N2CCC(C(=O)OC)CC2)CC1 (stereo partly drawn)
#6 CCOc1ccc(-c2n[nH]c(C)c2-c2ccccc2OC)c(O)c1

entry no.	1	2	3	4	5	6
697 NFkB inh	-25	11	-15	6	-28	-13
Gli-Sufu antag	-4	3	-3	-2	0	2
Apaf-1 inh	-4	-9	-1	-6	17	29
UBC13 polyUb	-12	-3	-6	-4	-3	7
CCR6 antagonist	-20	2	24	9	-11	-2
Jurkat NFkB inh	-5	2	5	4	-16	36
EBI2 antag	-12	1	1	-14	0	5
SENP8 block	6	0	7	6	-3	-8

#7 Cc1cccc(C)c1NC(=O)Cc1cccs1
#8 Cc1ccc(CNC(=O)CCn2cc(-c3ccc(C)cc3)nc2CCN)cc1
#9 O=C(c1ccc(F)cc1)N1CCC(C(=O)N2CCN(S(=O)(=O)c3cccc([N+](=O)[O-])c3)CC2)CC1
#10 O=C(CSc1nc(-c2ccccc2)c(-c2ccccc2)[nH]1)Nc1nccs1
#11 NC(=O)COc1ccc(/C=C2\C(=O)ON=C2c2ccccc2)cc1
#12 CCOc1ccc(NC(=O)COC(=O)C2CCC(=O)N2)c([N+](=O)[O-])c1 (stereo not drawn)

entry no.	7	8	9	10	11	12
697 NFkB inh	13	7	-7	10	13	-6
Gli-Sufu antag	4	3	1	-5	-6	13
Apaf-1 inh	-3	21	3	3	-19	3
UBC13 polyUb	-6	34	-9	-10	1	-12
CCR6 antagonist	14	13	-19	8	-9	-15
Jurkat NFkB inh	-4	0	4	0	8	-31
EBI2 antag	-10	-1	-1	4	-10	-3
SENP8 block	0	-10	5	-2	3	-7

Profiles, quoted from the list. Order of screens: 697 NFkB inh | Gli-Sufu antag | Apaf-1 inh | UBC13 polyUb | CCR6 antagonist | Jurkat NFkB inh | EBI2 antag | SENP8 block
O=C(c1ccc(F)cc1)N1CCC(C(=O)N2CCN(S(=O)(=O)c3cccc([N+](=O)[O-])c3)CC2)CC1 as listed: -7 | 1 | 3 | -9 | -19 | 4 | -1 | 5
CCOc1ccc(-c2n[nH]c(C)c2-c2ccccc2OC)c(O)c1 as listed: -13 | 2 | 29 | 7 | -2 | 36 | 5 | -8

Later entries
#13 O=C(NCCc1ccccc1)c1ccc2c(c1)OCO2
#14 C=CCNC(=O)c1ccc(-c2nc(-c3ccccc3)cs2)cc1
#15 CC(C)[C@@H](COc1ccccc1)N1CCN(Cc2ccccc2)CCC1=O
#16 Cc1c(C(=O)NC(Cc2ccccc2)c2nc3ccccc3[nH]2)cccc1[N+](=O)[O-] (stereo not drawn)
#17 CCCCN(CCCC)Cc1ccc(N)cc1
#18 CS(=O)(=O)c1ncc(Cl)c(C(=O)Nc2ccc(N3CCOCC3)cc2)n1

entry no.	13	14	15	16	17	18
697 NFkB inh	-81	-279	-37	-1	20	-17
Gli-Sufu antag	-60	-69	9	7	-6	14
Apaf-1 inh	3	14	12	14	-22	-8
UBC13 polyUb	7	-12	-5	3	5	45*
CCR6 antagonist	14	-5	1	28	3	44
Jurkat NFkB inh	-4	-54	-17	-7	8	9
EBI2 antag	0	3	-12	8	-5	2
SENP8 block	30	-10	1	2	2	-3

#19 Cc1cccc(NC(=S)N/N=C2/CCCCc3ccccc32)c1
#20 CCCCN(CC)C(=O)C1CCC(CNS(=O)(=O)c2cccc3nsnc23)CC1 (stereo not drawn)
#21 COc1cc(NC(=O)NCCN2CCN(c3ccccc3)CC2)cc(OC)c1OC
#22 Cc1cc(C(F)(F)F)c2c(N)c(C(=O)NC3CC3)sc2n1
#23 CC1=C(CC[C@@H](C)CO)OC2CC3C4CCC5CC(O)CCC5(C)C4CC(=O)C3(C)C12 (stereo partly drawn)
#24 Cc1ccc(C)c2c3c([nH]c12)-c1nonc1CC3

entry no.	19	20	21	22	23	24
697 NFkB inh	-15	-7	2	7	2	-19
Gli-Sufu antag	3	39	/	-3	5	4
Apaf-1 inh	3	6	0	-14	1	17
UBC13 polyUb	-6	-12	6	6	4	-7
CCR6 antagonist	32	7	-8	16	-25	5
Jurkat NFkB inh	3	7	5	-4	-10	-20
EBI2 antag	27	1	-6	2	-26	7
SENP8 block	-10	-5	-4	-2	6	-15

#25 CCNc1nc(NCC)nc(N(C#N)C(C)C)n1
#26 CSc1ncccc1C(=O)OCC(=O)N(CC(C)C)C1CCS(=O)(=O)C1 (stereo not drawn)
#27 CC(NC(=O)c1cc2c(cc1Cl)N1CCCCCC1=NS2(=O)=O)c1ccc(S(N)(=O)=O)cc1 (stereo not drawn)
#28 C/C(CCc1ccc2c(c1)OCO2)=N\NC(=O)c1ccccc1
#29 CCN(CC(=O)Nc1c(F)cccc1F)C(=O)Cc1ccc(OC)c(S(=O)(=O)N2CCOCC2)c1
#30 COc1cc(OC)cc(C(=O)NNC(=S)NC2CC2)c1

entry no.	25	26	27	28	29	30
697 NFkB inh	10	-5	15	0	23	19
Gli-Sufu antag	6	2	-2	-2	-1	-6
Apaf-1 inh	-30	-2	10	-8	16	-12
UBC13 polyUb	-6	4	1	3	7	-1
CCR6 antagonist	11	0	10	8	15	8
Jurkat NFkB inh	9	-10	-4	-6	-7	4
EBI2 antag	6	9	-2	-8	-11	0
SENP8 block	2	-3	-7	-3	1	5

#31 O=C(Nc1cc(Cl)ccc1-n1cncn1)c1ccco1
#32 COc1cc(C(C)=O)ccc1OCCN1CCC(Cc2ccccc2)CC1
#33 O=C(NCc1ccncc1)C(=O)NC1CC1
#34 O=C1C2CCCCC2C(=O)N1c1cccc(OS(=O)(=O)c2ccccc2)c1 (stereo not drawn)
#35 CCn1ccc(=N)cc1
#36 Fc1ccc(/C=N/NC(=S)Nc2cccnc2)cc1

entry no.	31	32	33	34	35	36
697 NFkB inh	-6	13	8	15	7	0
Gli-Sufu antag	1	24	-5	-4	3	9
Apaf-1 inh	-3	-1	3	1	2	-10
UBC13 polyUb	7	10	-3	4	5	4
CCR6 antagonist	-12	13	1	16	-10	18
Jurkat NFkB inh	-4	14	0	13	10	-8
EBI2 antag	-14	5	-10	-3	-4	7
SENP8 block	-1	-2	-5	4	3	-1

#37 Cc1ccc(S(=O)(=O)N(C)CC(=O)Nc2cccc(C)n2)cc1
#38 Cc1ccc(S(=O)(=O)N2C(=O)CCC2C(N)=O)cc1 (stereo not drawn)
#39 CCN(CC)C(=O)Cn1cc(S(=O)(=O)CC(=O)Nc2ccccc2F)c2ccccc21
#40 CC1CCCN(S(=O)(=O)c2ccc3c(c2)C(C)(C)C(=O)N3C)C1 (stereo not drawn)
#41 NS(=O)(=O)c1ccc(NC(=O)CSc2nnc(-c3ccc(O)cc3)o2)cc1
#42 Cc1ccccc1C(=O)NC1CCN(C(=O)NCc2ccccc2)CC1

entry no.	37	38	39	40	41	42
697 NFkB inh	9	10	0	-12	3	-1
Gli-Sufu antag	1	-35	13	0	-11	21
Apaf-1 inh	-2	-9	9	4	0	0
UBC13 polyUb	3	3	-9	-3	9	1
CCR6 antagonist	0	4	-8	-6	7	11
Jurkat NFkB inh	11	-5	-3	3	12	7
EBI2 antag	-15	-6	0	-5	-9	2
SENP8 block	0	7	-3	-9	3	1

#43 COc1cccc2cc(-c3nnc(SCC(=O)NCCc4ccccc4)n3C)oc12
#44 Cc1ccc(S(=O)(=O)N2CCOCC2)cc1NC(=O)COc1ccc(C(=O)c2ccccc2)cc1
#45 CC(=O)Nc1ccc(S[C@@H](CCN2CC[C@H](O)CCC2=O)c2ccccc2)cc1
#46 COc1ccc(Nc2ncc(C(=O)N3CCN(c4ccccc4OC)CC3)c3ccccc23)cc1
#47 O=C(Oc1c(Br)cc(Br)c2cccnc12)N1CCCCC1
#48 Cc1ccc(C)c(CNS(=O)(=O)c2c(C)[nH]c(C)c2C(=O)N2CCCC2)c1

entry no.	43	44	45	46	47	48
697 NFkB inh	33	2	9	-6	5	-3
Gli-Sufu antag	-24	-3	2	-4	6	-11
Apaf-1 inh	-2	27	-4	14	12	1
UBC13 polyUb	10	-7	-13	4	-3	0
CCR6 antagonist	-29	6	-1	7	-2	16
Jurkat NFkB inh	7	2	5	-3	-5	-7
EBI2 antag	2	-6	4	-13	-8	-4
SENP8 block	-1	-10	-6	2	0	5

Looked up by compound from the list above, 6 records:
#39 CCN(CC)C(=O)Cn1cc(S(=O)(=O)CC(=O)Nc2ccccc2F)c2ccccc21
#30 COc1cc(OC)cc(C(=O)NNC(=S)NC2CC2)c1
#16 Cc1c(C(=O)NC(Cc2ccccc2)c2nc3ccccc3[nH]2)cccc1[N+](=O)[O-] (stereo not drawn)
#36 Fc1ccc(/C=N/NC(=S)Nc2cccnc2)cc1
#37 Cc1ccc(S(=O)(=O)N(C)CC(=O)Nc2cccc(C)n2)cc1
#32 COc1cc(C(C)=O)ccc1OCCN1CCC(Cc2ccccc2)CC1

entry no.	39	30	16	36	37	32
697 NFkB inh	0	19	-1	0	9	13
Gli-Sufu antag	13	-6	7	9	1	24
Apaf-1 inh	9	-12	14	-10	-2	-1
UBC13 polyUb	-9	-1	3	4	3	10
CCR6 antagonist	-8	8	28	18	0	13
Jurkat NFkB inh	-3	4	-7	-8	11	14
EBI2 antag	0	0	8	7	-15	5
SENP8 block	-3	5	2	-1	0	-2

Further records:
#49 Cc1ccc(C)c(NC(=O)CCC(=O)NNC(=O)c2cccs2)c1
#50 C#CCn1ccc(O)c(Cc2ccccc2)c1=O
#51 CN(/N=C\c1ccc(O)c(O)c1)c1nc(-c2ccccc2)cc(-c2ccccc2)n1
#52 COc1ccccc1-n1cnnc1SCC(=O)c1c[nH]c2ccccc12
#53 Cc1ccc(-n2nc3c(N4CCC(C(=O)NCCc5cccs5)CC4)nnc(C)c3c2C)cc1

entry no.	49	50	51	52	53
697 NFkB inh	1	6	-30	26	-41
Gli-Sufu antag	-10	4	90*	-3	27
Apaf-1 inh	-1	-1	18	-6	24
UBC13 polyUb	9	7	-1	4	14
CCR6 antagonist	1	0	17	-10	16
Jurkat NFkB inh	8	2	-20	3	37
EBI2 antag	-7	-9	0	-4	14
SENP8 block	-3	-1	-9	-8	0
